# G9a inh – G9a (human) methyltransferase inhibition | Q96KQ7 | G9a H3K9 monomethylation, AlphaScreen, 2 h | Potency, µM (series often up to 102 µM), inactives show at the highest dose activity, negative = inhibition, most hits filed as inhibitors | hit rate 8.8% among 350,000 | AID 504332; also: potency is read from the fitted curve at half-maximal effect; % is scaled to controls: 0 for no effect and ±100 for the full control effect; nearly all actives have a fitted effect of over 75% in size
#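 Step 1: enzyme (final 20 nM) with compound, 15 min RT. Step 2: substrate peptide 500 nM and SAM 20 uM, 2 h RT. Step 3: anti-H3K9me1 antibody and AlphaScreen beads, 10 min, then plate read.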
# Pin1 inhibitor – blocks the human prolyl isomerase Pin1 | Pin1 FP peptide displacement, HiFluor488, 10 min | Potency, µM (highest dose often 115 µM), inactives show at the highest dose activity, negative = inhibition, most hits filed as inhibitors | hit rate 0.009% among 390,000; active = well fitted inhibition curve with a large enough effect in the polarisation, with a control signal flat, not every such curve was filed as active; inconclusive = small, poorly fitted or top-dose-only effect, or effect the other way, or a change in a side signal; inactive = no such curve, though single readings can be large or run the other way; the % refers to the polarisation; also: potency is read from the fitted curve at half-maximal effect; % is scaled to controls: 0 for no effect and ±100 for the full control effect
# PI4K2A inh – inhibitors of human PI4K2A. Q9BTU6. purified PI4K2A, ADP-Glo luminescence, 1 h; hits give low values. activity change, negative = inhibition, % at 76.9 µM. hit rate 0.13% among 420,000. AID 1346378; in the data active = activity change below about -50%; inconclusive = mostly about -30% to -49%;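 also: -100% = wells without enzyme as full effect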
# Target sequence (Q9BTU6 whole entry, looked up): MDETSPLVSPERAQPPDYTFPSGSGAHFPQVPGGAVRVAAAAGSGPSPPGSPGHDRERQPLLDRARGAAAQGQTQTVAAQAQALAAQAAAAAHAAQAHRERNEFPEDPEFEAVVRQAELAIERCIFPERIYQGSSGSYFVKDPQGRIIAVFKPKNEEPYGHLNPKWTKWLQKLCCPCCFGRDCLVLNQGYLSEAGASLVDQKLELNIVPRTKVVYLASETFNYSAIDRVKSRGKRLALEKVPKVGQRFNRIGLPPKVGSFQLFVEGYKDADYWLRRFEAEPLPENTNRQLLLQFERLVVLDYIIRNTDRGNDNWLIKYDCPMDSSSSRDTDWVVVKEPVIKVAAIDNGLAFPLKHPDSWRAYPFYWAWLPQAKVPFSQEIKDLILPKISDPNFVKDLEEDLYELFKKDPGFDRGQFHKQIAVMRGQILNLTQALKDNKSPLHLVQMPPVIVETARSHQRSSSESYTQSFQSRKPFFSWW
#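 In this quantitative HTS, ADP production by PI4K2A was quantified luminescently after 1 h at ambient temperature; 100 microM adenosine served as plate-quality control.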
# Tb PGK inh – inhibitors of T. brucei phosphoglycerate kinase; hit rate 0.043% among 380,000; Potency, µM (series often up to 57.5 µM), for the others: at the top dose activity change, negative = inhibition, hits mostly inhibitors; PGK/GAPDH coupled, Kinase-Glo luminescence, 60 min; P07378; also: potency is read from the fitted curve at half-maximal effect; % is scaled to controls: 0 for no effect and ±100 for the full control effect; nearly all actives have a fitted effect of over 60% in size
# Target sequence (P07378 whole entry, looked up): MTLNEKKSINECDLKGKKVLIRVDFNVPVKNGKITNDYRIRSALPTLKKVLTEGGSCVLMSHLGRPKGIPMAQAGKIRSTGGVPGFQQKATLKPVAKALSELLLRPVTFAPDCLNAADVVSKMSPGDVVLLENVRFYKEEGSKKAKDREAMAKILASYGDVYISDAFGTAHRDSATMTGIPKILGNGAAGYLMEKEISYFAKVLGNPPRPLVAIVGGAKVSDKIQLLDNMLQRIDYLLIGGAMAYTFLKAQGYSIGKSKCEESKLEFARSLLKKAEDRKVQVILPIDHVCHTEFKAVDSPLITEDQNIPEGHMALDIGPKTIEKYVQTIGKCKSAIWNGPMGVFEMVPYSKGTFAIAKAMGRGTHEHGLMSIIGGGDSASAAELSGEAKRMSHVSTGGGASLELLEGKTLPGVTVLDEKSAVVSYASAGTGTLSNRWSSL
#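 Recombinant glycosomal PGK reaction used 1,3-bisphosphoglycerate generated in-well by GAPDH (100nM final) in 100mM TEA pH 7.6, 5mM MgCl2, 0.01% Tween-20. After 60 minutes at room temperature, ATP was read by Kinase-Glo Plus luminescence end-point.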
# GLS inhibitor – glutaminase GLS (human) inhibition. GLS enzymatic activity, qHTS titration. hit rate 0.21% among 410,000. Potency, µM (series often up to 45.5 µM), without a hit: at the highest dose activity change, negative = inhibition, most hits filed as inhibitors. O94925. AID 624170; also: potency is read from the fitted curve at half-maximal effect; % is scaled to controls: 0 for no effect and ±100 for the full control effect
#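 Read-out is an Amplex red fluorescence increase coupled through glutamate oxidase and HRP, measured before and after 30 min room-temperature incubation. hKGA is in 45 mM KH2PO4 (pH 8.2) with 0.02% Tween-20; glutamine added as 1mM solution.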
# BAZ2B block – inhibitors of human BAZ2B bromodomain | Q9UIF8 | AlphaScreen BAZ2B-H3K14Ac peptide displacement | Potency, µM (doses to about 114 µM), for inactives: at the highest dose activity change, negative = inhibition, actives largely listed as inhibitors | hit rate 4.4% among 360,000 | AID 504333; also: potency is read from the fitted curve at half-maximal effect; % is scaled to controls: 0 for no effect and ±100 for the full control effect; nearly all actives have a fitted effect of over 60% in size
#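 AlphaScreen luminescence quantifies BAZ2B engagement of H3K14Ac peptide; the protein and biotinylated peptide are both at 50 nM final, buffer PBS pH 7.4 with 0.01% Tween-20, all steps at room temperature.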
# ERG Ets-DNA blk – blocks human ERG Ets domain binding to DNA | hit rate 0.028% among 370,000 | Potency, µM (highest dose often 76.9 µM), for inactives: at the highest dose FP activity, negative = inhibition, actives largely listed as inhibitors | P11308 | fluorescence polarization, His-ERG Ets domain / labelled DNA; active = well fitted inhibition curve with a large enough effect in the polarisation, with a control signal flat; inconclusive = small, poorly fitted or top-dose-only effect, or effect the other way, or a change in a side signal; inactive = no such curve, though single readings can be large or run the other way; the % refers to the polarisation;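 also: polarization taken with two DNA probes labelled with fluorescein and Texas red; potency is read from the fitted curve at half-maximal effect; % of control where 0% means no effect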
#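 His-tagged ERG Ets domain (1 uM in the protein solution; 300mM KCl, 50mM Tris-HCl, 1mM EDTA, 1mM DTT, pH 7.5) received compound, then a probe mix of 5 nM fluorescein-DNA and 100nM Texas-615-DNA. Fluorescence polarization was read for both dyes.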
# JMJD2A Tudor – blocks the human JMJD2A Tudor domain. O75164. AlphaScreen JMJD2A-Tudor / H3K4me3 peptide binding. Potency, µM (top dose mostly 114 µM), without a hit: at the top dose activity change, negative = inhibition, most hits filed as inhibitors. hit rate 4.4% among 390,000; also: potency is read from the fitted curve at half-maximal effect; % is scaled to controls: 0 for no effect and ±100 for the full control effect; nearly all actives have a fitted effect of over 50% in size
# HP1b binding inh – blocks HP1-beta chromodomain binding to methylated histone tails; P83916; AlphaScreen HP1-beta / biotin-H3K9me3 peptide binding; Potency, µM (titrated, usually from 114 µM), for inactives: at the top dose activity change, negative = inhibition, actives largely listed as inhibitors; hit rate 0.56% among 390,000; AID 540317; also: potency is read from the fitted curve at half-maximal effect; nearly all actives have a fitted effect of over 70% in size; inactives centre near 23
# Target sequence (P83916 whole entry, looked up): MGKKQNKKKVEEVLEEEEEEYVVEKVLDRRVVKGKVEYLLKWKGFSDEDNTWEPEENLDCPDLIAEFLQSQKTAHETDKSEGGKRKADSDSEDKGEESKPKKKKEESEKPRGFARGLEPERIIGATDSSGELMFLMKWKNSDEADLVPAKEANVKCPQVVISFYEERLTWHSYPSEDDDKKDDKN
#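 Compound inhibition of the preformed complex between 50 nM HP1-beta and 50 nM biotinylated H3K9me3 peptide was read by AlphaScreen. Buffer was PBS pH 7.4 with 0.01% Tween-20. Incubations ran 30 min at room temperature, with 10 ug/mL donor/acceptor beads.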
# Numbers without * were called inactive; i = inactive; ? = inconclusive; nt = not tested or not shown; & = joins results of further samples; [ ] = remark or other dose. Unless noted, calls follow the shape of the dose curve; as a rule, active = well fitted curve in the direction sought with a large enough effect; inconclusive = small, poorly fitted or top-dose-only effect, or another doubt; inactive = no such curve, though single readings can be large; an effect the other way counts as inactive or inconclusive. Not a hit list; 11% or so of the library scored in one or more.
G9a inh,Pin1 inhibitor,PI4K2A inh,Tb PGK inh,GLS inhibitor,BAZ2B block,ERG Ets-DNA blk,JMJD2A Tudor,compound,HP1b binding inh
0%[59 µM],?,7,-2%,1%,?,3%,-18%,Cc1nc(-c2ccc(S(=O)(=O)N3CCN(c4cccc(C(F)(F)F)c4)CC3)cc2)co1,-1%[57 µM]
?,-13%,-8,-2%,2%,-1%,16%,-8%,CCOC(=O)N1CCN(C(=O)CSc2nc3c(cnn3-c3ccc(C)cc3)c(=O)[nH]2)CC1,53%[activator]
?,1%,1,i,-5%,1%,4%,6%,O=C1CC(c2ccco2)Cc2c1cnn2-c1nc2ccccc2s1 (stereo unspecified),39%
1%[59 µM],8%,1,-8%,2%,-10%,0%,-10%,COc1ccc(CCNC(=O)CCc2c(C)nc3nc(C)nn3c2C)cc1OC,31%
nt,4%,4,-4%,8%,-4%,-16%,-8%,COc1ccc(NC(=O)CSc2nnc(NC(=O)c3ccco3)s2)cc1OC,14%
?,-7%,0,-8%,19%,-24%,6%,-16%,COc1ccc(CC(=O)Nc2ccc(C(=O)Nc3ccccc3C(=O)O)cc2)cc1OC,8%
12%,-1%,1,i,0%,11%,-8%,1%,CN(CC(=O)NCc1ccc(F)cc1)Cc1cccc(Cl)c1,-1%
nt,?,1,0%,-1%,nt,72%[activator],-25%,CCOC(=O)c1cc(-c2ccccc2C)n(CC2CC(c3ccc(OC)cc3)=NO2)n1 (stereo unspecified),31%
20%[12.7 µM],?,-8,-11%,-12%,8%,-1%,-16%,O=C(Nc1ccc(N2C(=O)C3C4C=CC(C4)C3C2=O)cc1)Nc1cccnc1 (stereo unspecified),20%
-2%,-15%,0,8%,-1%,0%,6%,-11%,COc1ccc(CCNC(=O)C2CCC(CNS(=O)(=O)c3ccc(F)cc3)CC2)cc1OC (stereo unspecified),25%
11µM*,-8%,-1,4%,-3%,-7%,-7%,-36%,O=C(O)CC(NC(=O)C1c2ccccc2Oc2ccccc21)c1ccc(Cl)cc1 (stereo unspecified),19%
?,0%,-4,4%,69%[activator],?,nt,89µM*,Cn1cnnc1SCC(=O)c1cc2ccccc2oc1=O,-18%
-19%[59 µM],18%,1,0%,5%,?,3%,-11%,Cc1cccc(N2CCN(C(=O)C(Cc3ccccc3)n3cccc3)CC2)c1C (stereo unspecified),19%
5%,-1%,-1,-7%,-2%,-8%,-1%,-9%,CN(Cc1cccc(F)c1)C(=O)c1ccc2c(=O)n3c(nc2c1)CCC3,35%
10%,-9%,3,-11%,4%,2%,3%,-12%,O=C(NCCC(=O)N1CCCC1)c1ccccc1Cl,21%
6%,-1%,2,3%,-15%,-15%,2%,-2%,O=C(NCc1cccnc1)c1cccs1,34%
26%[59 µM],2%,9,i,-12%,-38%,3%,?,CCOC(=O)c1[nH]c(C)c(C(=O)c2ccc(C)cc2)c1C,-4%
9%[12.7 µM],-9%,-3,-2%,-3%,-9%,2%,3%,CCOC(=O)C1CCN(S(=O)(=O)c2ccc(N3CCCCS3(=O)=O)cc2)CC1,28%
nt,1%,4,3%,-1%,nt,-15%,-11%,CC(C)(C)OC(=O)C[C@H]1C/C=C\C[C@H](CC(=O)N(CCO)Cc2ccccc2)C(=O)N2CCC[C@H]2COC1=O,35%
nt,-10%,1,4%,5%,nt,7%,-17%,C#CCN1C=CC(=O)[C@@H](O)[C@H]1c1ccccc1Br,20%
0%[59 µM],25%,0,-5%,3%,6%,0%,-8%,CCN(CC)c1nc2c(S(=O)(=O)c3ccccc3)nnn2c2ccc(Cl)cc12,13%
nt,-2%,-5,i,1%,nt,1%,-34%,Cn1c(=O)c2c(nc(N3CCOCC3)n2CCNC2=NCCC2)n(C)c1=O,9%
24%[12.7 µM],?,2,-8%,3%,34%,0%,24%,C/C(=N\OC(=O)c1ccc(OC(C)C)cc1)c1ccc(C)c(C)c1,122%
6%,-4%,-2,-1%,-8%,-7%,-2%,0%,COc1cccc(/C=N/n2cnc3cc(C)c(C)cc32)c1OC,24%
24%[12.7 µM],18%,-1,-9%,-2%,-3%,-5%,0%,Cc1ccc(-c2cc(C(F)F)nc3sc4c(=O)[nH]cnc4c23)cc1,31%

# No new results follow: entries from further up.
G9a inh,Pin1 inhibitor,PI4K2A inh,Tb PGK inh,GLS inhibitor,BAZ2B block,ERG Ets-DNA blk,JMJD2A Tudor,compound,HP1b binding inh
-19%[59 µM],18%,1,0%,5%,?,3%,-11%,Cc1cccc(N2CCN(C(=O)C(Cc3ccccc3)n3cccc3)CC2)c1C (stereo unspecified),19%
5%,-1%,-1,-7%,-2%,-8%,-1%,-9%,CN(Cc1cccc(F)c1)C(=O)c1ccc2c(=O)n3c(nc2c1)CCC3,35%
10%,-9%,3,-11%,4%,2%,3%,-12%,O=C(NCCC(=O)N1CCCC1)c1ccccc1Cl,21%

# Following part:
G9a inh,Pin1 inhibitor,PI4K2A inh,Tb PGK inh,GLS inhibitor,BAZ2B block,ERG Ets-DNA blk,JMJD2A Tudor,compound,HP1b binding inh
36%[activator],0%,-4,-1%,7%,-4%,10%,8%,CC1CCN(C(=O)C2CCN(c3ncnc4c3nc3n4CCCCC3)CC2)CC1,42%[activator]
12%[0.501 µM],0%,1,0%,3%,5%,-7%,-23%,Cc1cccc(N2CCN(C(=O)c3cccc(S(=O)(=O)N4CCOCC4)c3)CC2)c1C,9%
10%,-11%&3%,0&-2,-6%,4%&0%,10%&-2%,11%&6%,-11%&-23%,Cn1c(=O)c2sccc2n2c(CCCC(=O)Nc3ccc(F)cc3F)nnc12,3%&44%
-11%,-3%,7,-2%,-1%,1%,14%,-3%,CC(NC(=O)c1ccccc1F)c1nnc(SCC(=O)NC2CCCCC2)n1C (stereo unspecified),18%
49%[59 µM],-7%,3,-7%,10%,40%[activator],nt,68%[activator],Cc1ccc(OCC(=O)Nc2ccccc2-c2ccccc2)cc1,105%[activator]
?,-15%,0,1%,2%,6%,6%,-12%,COc1cccc(-n2c(Cc3cc(=O)[nH]c(=O)[nH]3)nnc2SCC(=O)Nc2ccccc2)c1,35%
nt,0%,-2,-8%,2%,nt,-1%,9%,CCOc1cc(C(=O)OC(C)C(=O)Nc2ccccc2OC)ccc1OCC(=O)N1CCOCC1 (stereo unspecified),32%
-4%,0%,3,-10%,11%,0%,-1%,1%,O=c1nc(SCc2c(F)cccc2Cl)nc(-c2ccccc2)[nH]1,38%
?,3%,2,7%,8%,-9%,0%,-22%,CC(C(=O)N1CCN(c2ccccc2)CC1)c1ccc([N+](=O)[O-])cc1 (stereo unspecified),5%
-16%,-7%,-13,-11%,-2%,-10%,2%,-12%,O=C(CSc1nccn1-c1ccccc1)NCc1ccc2c(c1)OCO2,-5%
?,2%,-3,-10%,3%,-29%,-14%,-8%,O=C1NC2=C(C(=O)CCC2)C(c2ccc(OC(F)F)cc2)N1 (stereo unspecified),-13%
1%,-2%,-4,3%,1%,-30%,-1%,-21%[57.1 µM],CC(=O)c1c(C)[nH]c(C(=O)Nc2ccc(C)c(C)c2)c1C,28%
-38%,3%,-6,5%,3%,6%,-7%,-4%,COc1ccccc1CNC(=O)CN(CCc1ccccc1)S(C)(=O)=O,10%
0%[59 µM],3%,-4,-3%,-23%,-16%,-1%,-4%,CC(NC(=O)CCn1c(=O)c2cccn2c2ccc(F)cc21)c1ccccc1 (stereo unspecified),21%
6%[59 µM],-1%,0,-9%,7%,17%,-8%,11%,CC(C)(C)C(=O)Nc1cc(-c2cccc(Br)c2)nn1-c1ccccc1,37%[57 µM]
-1%[59 µM],4%,3,0%,2%,6%,1%,-3%,COc1ccc(NC(=O)Cn2c(=O)cc(C)c3c(C)nn(-c4cccc(Cl)c4C)c32)cc1OC,38%
-8%[12.7 µM],-5%,9,-2%,-11%,-16%,-1%,-8%,O=C(O)CC1c2ccccc2CCN1C(=O)Nc1cc(Cl)ccc1Cl (stereo unspecified),23%
-6%[59 µM],2%,4,-4%,-14%,-12%,11%,-16%,CC(C)(C)C1CCc2nc(NC(=O)COc3ccccc3[N+](=O)[O-])sc2C1 (stereo unspecified),23%
-5%[59 µM],2%,7,nt,5%,2%,nt,-5%,CCOCCc1nnc(N)s1,5%
57%[activator][12.7 µM],0%,-3,-4%,5%,-7%,-3%,-21%,COc1ccccc1CCN1C(=S)NC(C)(C)CC1(C)O (stereo unspecified),13%
16%[59 µM],-11%,8,-5%,1%,-8%,-2%,-8%,Cc1cc(CN2CCOCC2)c(O)c(C2(C)CCCCC2)c1,19%

# Sorted by the number under BAZ2B block (largest number first): four of the compounds above.
G9a inh,Pin1 inhibitor,PI4K2A inh,Tb PGK inh,GLS inhibitor,BAZ2B block,ERG Ets-DNA blk,JMJD2A Tudor,compound,HP1b binding inh
?,-15%,0,1%,2%,6%,6%,-12%,COc1cccc(-n2c(Cc3cc(=O)[nH]c(=O)[nH]3)nnc2SCC(=O)Nc2ccccc2)c1,35%
-4%,0%,3,-10%,11%,0%,-1%,1%,O=c1nc(SCc2c(F)cccc2Cl)nc(-c2ccccc2)[nH]1,38%
-6%[59 µM],2%,4,-4%,-14%,-12%,11%,-16%,CC(C)(C)C1CCc2nc(NC(=O)COc3ccccc3[N+](=O)[O-])sc2C1 (stereo unspecified),23%
?,2%,-3,-10%,3%,-29%,-14%,-8%,O=C1NC2=C(C(=O)CCC2)C(c2ccc(OC(F)F)cc2)N1 (stereo unspecified),-13%

# Screening data from PubChem.
